# Assay outcomes: PubChem, several laboratories
# Redox H2O2 prof – compounds producing H2O2 with reducing agent – biochemical, NIH compound library profiling, artefact control for MLSCN library redox annotation, primary screen. activation, % at 10 µM. 0.03% of 200,000 active. AID 878, 2007. DTT-dependent redox cycling H2O2, phenol red/HRP absorbance; 100% = 100 µM peroxide control, 0% = buffer;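 active = activation of at least 50% relative to the plate's high and low controls in the primary single-dose screen; inactive = activation below 50%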;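 note: compound incubated with DTT at 0.8 mM final as the reducing agent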
# Lmaj promast – Leishmania major promastigote growth inhibition, primary screen; inhibition, % at 10 µM; Leishmania major promastigotes, resazurin fluorescence viability; 9% of 200,000 active; AID 1063, 2008; in the data active = inhibition above about 50%;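 note: promastigotes grown with compound for 44 hours at 28 °C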
# bIAP act – bovine intestinal alkaline phosphatase activators, primary screen, biochemical, bovine IAP, CDP-star luminescence; alkaline phosphatase, intestinal [Bos taurus]; purified bovine IAP, 30 min; active compounds read high; fold of DMSO-control signal, blank-subtracted; activation factor at 20 µM; 0.17% of 200,000 active; AID 1016, 2008;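 active = activation factor of 2 or more at 20 µM, a signal rise over negative controls twice the positive control's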
# PPARg SRC1 recr – PPARgamma agonists recruiting SRC-1 coactivator, primary screen, biochemical | 0.41% of 200,000 active | PPARgamma-SRC-1 coactivator recruitment biochemical assay | activation, % at 8 µM; in the data active = activation above about 19%;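 note: 0% = DMSO and 100% = reference agonist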
# PPARg SRC-2 ag – agonists of PPARg-SRC-2 recruitment, primary screen, biochemical, HTS; PPARgamma LBD-SRC-2 recruitment; activation, % at 8 µM; 0.34% of 200,000 active; AID 1032, 2008; in the data active = activation above about 22%;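 note: 0% = vehicle and 100% = reference agonist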
# ROMK primary – ROMK potassium channel modulators, primary screen, cell-based, thallium flux, MLSMR library. ATP-sensitive inward rectifier potassium channel 1 (Homo sapiens), P48048. Tet-inducible ROMK, thallium flux fluorescence; actives lie on both sides. B-score at 10 µM. 2% of 130,000 active. AID 1918, 2009;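 active = signal ratio slope over the read window, or its plate-corrected B-score, at least 3 SD from the plate mean, either direction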;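 note: B-score of the F/F0 ratio slope over 7 to 12 s after thallium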
# TLR4 MyD88 comp – inhibitors of TLR4-MyD88 association in cells, primary screen, cell-based, HeLa CL3-4, BLA complementation, FRET ratio. Toll-like receptor 4 (Homo sapiens) + Myeloid differentiation primary response protein …. HeLa CL3-4 TLR4/MyD88 BLA complementation. inhibition, % at 8.4 µM. 0.18% of 200,000 active; in the data active = inhibition above about 25%;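 note: 0% = vehicle and 100% = reference inhibitor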
# Target sequence (O00206 whole entry, looked up): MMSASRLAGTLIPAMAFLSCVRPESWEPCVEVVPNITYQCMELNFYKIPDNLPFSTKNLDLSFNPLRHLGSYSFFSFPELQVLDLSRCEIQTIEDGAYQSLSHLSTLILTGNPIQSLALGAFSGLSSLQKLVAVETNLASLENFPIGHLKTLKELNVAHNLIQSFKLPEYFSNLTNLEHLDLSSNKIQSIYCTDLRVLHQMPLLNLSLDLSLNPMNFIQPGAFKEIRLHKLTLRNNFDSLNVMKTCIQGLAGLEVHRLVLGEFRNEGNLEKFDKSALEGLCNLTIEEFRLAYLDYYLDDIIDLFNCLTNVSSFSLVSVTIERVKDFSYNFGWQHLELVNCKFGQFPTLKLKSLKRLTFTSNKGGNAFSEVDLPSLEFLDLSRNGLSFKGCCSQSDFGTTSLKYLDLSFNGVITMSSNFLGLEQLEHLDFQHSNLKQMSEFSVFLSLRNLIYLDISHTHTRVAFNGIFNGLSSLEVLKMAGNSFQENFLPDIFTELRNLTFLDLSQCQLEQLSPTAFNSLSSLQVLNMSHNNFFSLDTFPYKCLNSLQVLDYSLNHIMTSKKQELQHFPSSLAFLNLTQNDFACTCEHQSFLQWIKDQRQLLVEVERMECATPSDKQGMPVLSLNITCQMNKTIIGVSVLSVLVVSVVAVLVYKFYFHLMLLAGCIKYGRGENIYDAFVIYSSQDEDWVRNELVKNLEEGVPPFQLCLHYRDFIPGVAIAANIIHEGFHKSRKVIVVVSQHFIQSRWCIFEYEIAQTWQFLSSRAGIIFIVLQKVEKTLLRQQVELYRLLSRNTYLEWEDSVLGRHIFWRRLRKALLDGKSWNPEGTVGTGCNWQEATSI
# Target sequence (Q99836 whole entry, looked up): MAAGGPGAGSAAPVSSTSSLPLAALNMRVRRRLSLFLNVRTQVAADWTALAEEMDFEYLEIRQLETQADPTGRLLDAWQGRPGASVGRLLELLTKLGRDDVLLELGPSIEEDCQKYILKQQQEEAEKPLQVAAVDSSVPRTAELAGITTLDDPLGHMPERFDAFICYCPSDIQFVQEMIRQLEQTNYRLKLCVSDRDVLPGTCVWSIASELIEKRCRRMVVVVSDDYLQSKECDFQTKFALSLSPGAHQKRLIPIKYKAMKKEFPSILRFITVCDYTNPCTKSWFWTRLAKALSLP
# S1P3 antagonist – S1P3 receptor antagonists, primary screen, cell-based; Sphingosine 1-phosphate receptor 3 (Homo sapiens), Q99500; CHO S1P3 NFAT-BLA reporter, FRET fluorescence, antagonist mode; inhibition, % at 4.98 µM; 0.27% of 170,000 active; AID 485, 2006;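 active = inhibition above the plate cutoff, the mean inhibition of test wells on that plate plus 3 SD, cut at about 28% in these data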;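 note: cells challenged with S1P at its EC80 of 0.8 µM; blue over green emission ratio from cleaved BLA substrate after 4 h stimulation; 0% = S1P-stimulated wells and 100% = unstimulated DMSO-only wells; some compounds past the cut are filed as inactive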
# SRC2 TRFRET art – TR-FRET signal artefacts, primary screen, artefact control for PPARgamma SRC-2 agonist project, biochemical | TR-FRET artefact counter-screen; active compounds read high | 0.4% of 200,000 active | TR-FRET ratio at 8 µM; in the data active = TR-FRET ratio above about 2000; note: inactives centre near 1500
# bIAP inhibitor – bovine intestinal alkaline phosphatase inhibitors, primary screen, selectivity assay for TNAP inhibitor project, biochemical, bovine IAP, CDP-star luminescence. 190,000 tested, under 10 active. AID 1019, 2008. inhibition, % at 20 µM. purified bovine IAP, 30 min;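 active = over 50% inhibition of intestinal alkaline phosphatase at 20 µM in the single-dose screen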
#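 System: purified bovine intestinal alkaline phosphatase (IAP) enzyme; Input: IAP diluted 1/65,000,000 in the well; Measured by: CDP-star luminescence signal; Compound dosing: 20 µM single dose; Incubation: 30 min reaction at room temperature.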
# PPARg SRC3 recr – PPARgamma agonists recruiting SRC-3 coactivator, primary screen, biochemical; 0.26% of 200,000 active; biochemical PPARgamma/SRC-3 coactivator recruitment assay; activation, % at 8 µM; in the data active = activation above about 23%;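 note: 0% = DMSO and 100% = reference agonist; some compounds past the cut are filed as inactive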
# Active calls of the source: *; x = not tested or not shown.
SMILES,Redox H2O2 prof,Lmaj promast,bIAP act,PPARg SRC1 recr,PPARg SRC-2 ag,ROMK primary,TLR4 MyD88 comp,S1P3 antagonist,SRC2 TRFRET art,bIAP inhibitor,PPARg SRC3 recr
O=C(c1ccc(=O)[nH]c1)N(Cc1ccco1)C1(C(=O)NC2CCCCC2)CCCCC1,-0.3,-7,1.1,7,-5,0.08,-4,x,1519,-14,3
CCOc1cnc(C(=O)NNC(=O)C(Br)C(C)C)o1 (stereo not drawn),0.7,-3,1.2,6,9,0.88,-7,-8,1744,-23,-1
O=C(CSc1nnc2ccc(-c3ccncc3)nn12)c1cccs1,-0.5,12,1.1,11,7,0.35,-6,13,1721,-6,2
Oc1ccc(Cl)cc1N=Cc1sc2ccccc2c1Cl,0.1,-2,0.7,7,9,0.029,11,-8,1473,35,2
NC(=O)C1CCN(C(=O)CSc2nc3c(c(-c4ccccc4)n2)CCCC3)CC1,0.7,17,1,-5,10,0.23,-4,-47,1491,0,-2
NC(=S)Nc1cccc2[nH]ncc12,0.2,-8,1.1,-5,1,-1.3,13,15,1508,-12,-1
CCC(=O)Nc1ccccc1C(=O)C(=O)Nc1ccccc1,-0.1,46,0.8,-3,7,x,-1,-8,1687,15,5
CC(Nc1cc(N2CCN(S(C)(=O)=O)CC2)ccc1[N+](=O)[O-])c1ccccc1 (stereo not drawn),0.3,13,0.9,-3,4,-0.43,-6,3,1394,13,1
COc1ccc(C)cc1NC(=O)CSc1nnc(-c2ccco2)n1Cc1ccco1,-2.9,15,1,1,9,-0.47,-10,x,1574,4,5
Cn1cc(CN2CCCC(CO)C2)c(-c2ccc(Oc3ccccc3)cc2)n1 (stereo not drawn),0.2,89*,1,2,4,-1.3,1,-7,1512,4,1
CCC(C(=O)N1CCN(C(=O)c2ccco2)CC1)c1ccccc1 (stereo not drawn),0.5,-3,1,12,9,x,-9,x,1681,4,2
Cc1cc(C(=O)CSc2n[nH]c(N)n2)c(C)n1-c1ccc2c(c1)OCO2,0.1,60*,1,-1,1,-0.58,-14,-4,1558,-1,0
N#CC1=C(N)OC2=C(C(=O)CC(c3ccccc3)C2)C1c1ccoc1 (stereo not drawn),0.7,-4,1,-1,-5,-1.4,11,10,1487,1,-1
CN(Cc1cccs1)S(=O)(=O)c1cccs1,1.2,8,0.3,6,1,x,3,10,1529,x,0
COc1ccc(-c2cc(-c3ccccc3)c(C#N)c(=S)[nH]2)cc1,0.6,-4,1,10,7,0.042,-25,6,1677,-1,9
CC(=O)n1cc([C@H]2C=C(C(=O)N3CCOCC3)O[C@@H](OCc3ccc(CO)cc3)C2)c2ccccc21,0.7,0,1.1,4,-11,x,-7,-2,1374,-13,-3
Cc1ccc(CN2C(=O)CCC2(C)C(=O)NCc2cccnc2)cc1 (stereo not drawn),0.9,-8,1,-2,1,0.45,-6,x,1583,-1,8
Cc1cc(C)n(C(=O)CCCCCCCC(=O)n2nc(C)cc2C)n1,-0.5,-4,1.1,1,10,0.61,6,x,1639,-11,9
CCCc1cc(=O)[nH]c(SCC(=O)N2N=C(c3ccc(Cl)cc3)CC2c2ccco2)n1 (stereo not drawn),-0.3,-1,0.7,4,5,0.79,-2,-7,1709,30,2
NC(=O)C1CCN(c2cc(N3CCOCC3)ccc2[N+](=O)[O-])CC1,-0.3,-8,0.8,-1,-1,-0.66,8,-18,1397,18,3
COC(=O)c1sccc1NC(=O)c1csc(C)c1,-0.4,0,0.7,-1,-1,x,3,10,1455,33,3
CCCCOc1ccc(C(=O)NCC(=O)NCC(=O)OCC)cc1,-1.4,-2,0.9,0,8,0.83,1,x,1578,7,-1
O=c1cc(NC2CCCCCC2)[nH]c(=O)[nH]1,3.0,-1,1,-8,5,x,4,16,1511,1,-3
Cc1ccc(NC(=O)CSCC#N)cc1,0.1,-3,0.9,-2,0,2.5,-5,x,1497,13,1

# 3 entries from above, sorted by the value under bIAP act, lowest first:
mol | bIAP act
Oc1ccc(Cl)cc1N=Cc1sc2ccccc2c1Cl | 0.7
NC(=O)C1CCN(c2cc(N3CCOCC3)ccc2[N+](=O)[O-])CC1 | 0.8
COc1ccc(-c2cc(-c3ccccc3)c(C#N)c(=S)[nH]2)cc1 | 1

# (list continues)
SMILES,Redox H2O2 prof,Lmaj promast,bIAP act,PPARg SRC1 recr,PPARg SRC-2 ag,ROMK primary,TLR4 MyD88 comp,S1P3 antagonist,SRC2 TRFRET art,bIAP inhibitor,PPARg SRC3 recr
O=C1c2ccncc2C(=O)N1c1cccc(Cl)c1,-0.8,2,1.1,-4,-17,1.5,-13,-2,1341,-11,-9
C=C(C)c1cccc(C(C)(C)NC(=O)NCC2CCCO2)c1 (stereo not drawn),-0.8,-4,1.1,7,5,x,1,-23,1576,-5,2
COC(=O)C1=C(C)NC2=C(C(=O)CC(C)(C)C2)C1c1cn(Cc2ccc(Br)cc2)nc1-c1ccccc1 (stereo not drawn),-3.3,99*,1.2,1,-1,x,4,x,1418,-20,-4
CC(NC(=O)C1CCN(S(=O)(=O)c2cc([N+](=O)[O-])ccc2Cl)CC1)c1ccccc1 (stereo not drawn),-0.2,11,1,3,3,-0.00059,-16,5,1542,-3,5
C=CCn1c(SCC(=O)Nc2nccs2)nnc1-c1ccco1,-0.2,12,1,7,8,x,4,x,1522,-4,10
COc1cc2c3nnc(-c4ccc(F)cc4)c-3cn(Cc3ccccc3)c2cc1OC,-0.8,22,1.1,-3,-13,x,22,x,1432,-7,-7
Cc1cc(C(N)=O)c2ccccc2n1,-5.5,-4,0.8,7,8,-0.31,-2,33,1525,24,1
CC(C)NC(=O)c1nn(C)c2ccccc12,0.5,44,1.2,-3,1,0.74,5,-6,1574,-24,3
CCOC(=O)c1ccc(NC(=O)Cn2nnc(-c3ccccc3C)n2)cc1,-1.0,-5,0.9,-4,7,-0.81,4,2,1737,8,-3
Cc1ccc(NC(=O)C2CC(=O)N(C(C)C)C2)cc1Cl (stereo not drawn),2.4,-5,1.1,-2,2,-0.0045,-3,3,1499,-7,2
O=C(O)CSCC(=O)Nc1ccccc1,-0.7,0,x,-1,7,-0.12,-13,x,1734,x,11
COc1ccc(/C=N/NC(=O)C2C3CCCCC32)cc1OC (stereo not drawn),-0.7,1,1.2,1,-5,-0.57,-19,3,1484,-19,1
O=C(C1=C[C@H](c2ccc(C(F)(F)F)cc2)C[C@H](OCCCCO)O1)N1CCOCC1,0.4,-6,1,7,7,x,-4,-20,1653,0,5
COc1ccc(CNC(=O)COC(=O)c2n[nH]c3ccccc23)cc1,3.9,-3,0.9,0,2,0.29,4,-9,1449,14,9
Fc1ccc(N2Cc3ccsc3C=N2)cc1,-0.2,5,0.9,-6,-6,0.17,-14,-12,1651,12,-3
COc1ccc(C(=O)NNC(=O)Cc2ccc([N+](=O)[O-])cc2)cc1,0.9,-3,0.8,8,4,x,-13,1,1499,15,-2
CCOc1ccc2nc(-c3ccc(OC)c(OC)c3)cc(C(=O)O)c2c1,0.3,-5,1,-3,-3,x,3,-8,1706,3,0
Nc1c(C(=O)c2ccccc2)sc(Nc2ccccc2)c1S(=O)(=O)c1ccccc1,0.8,95*,0.7,0,1,-0.69,0,x,1489,28,-1
CC(C)(C)c1nnc(NC(=O)NS(=O)(=O)c2ccccc2)s1,2.0,2,1.1,5,17,x,-3,x,1469,-12,-7
CCOC(=O)c1c(C)n(CC(O)CN(C)C)c2cc(Br)c(OC)cc12 (stereo not drawn),-0.4,22,0.9,-5,2,-3.1,9,-9,1782,9,-3
CCN(CC)C(=O)CSc1nnc(-c2ccco2)n1N,1.7,-4,1.1,4,0,x,-8,x,1513,-8,0
CCc1[nH]nc(C(=O)N2CCCC(CNS(=O)(=O)c3cccs3)C2)c1C (stereo not drawn),0.4,-4,1,2,-4,-0.069,4,-11,1712,-1,-1
O=C(/C(=N\Nc1ccc([N+](=O)[O-])cc1)Sc1nnnn1-c1ccccc1)c1ccccc1,-0.5,-4,1,-2,11,0.46,9,-9,1486,-2,0
COc1ccc(NC(=O)NCCC2=CCCCC2)cc1,-1.3,2,1.1,-1,0,0.064,1,-8,1650,-12,-2
O=C(Nc1ccc2nc3n(c(=O)c2c1)CCCCC3)c1ccccn1,-1.2,10,1,0,-11,x,-2,12,1456,2,-2
COc1ccc(C(=O)N/C(=C\c2ccc3c(c2)OCO3)C(=O)NCCc2nc3ccccc3[nH]2)cc1,-0.9,-4,0.9,2,6,-0.071,-39,-1,1652,7,2
O=[N+]([O-])c1ccc(N2CCN(CCOc3nonc3-c3ccccc3)CC2)c(Cl)c1,1.1,-4,0.9,8,8,x,-16,x,1552,7,0
Cc1ccc2c(Cl)cc(Cl)c(OCC(=O)OCC(=O)Nc3ccc(C#N)cc3)c2n1,-0.4,37,0.9,-3,1,x,-1,0,1561,6,4
Cc1ccc2nc(-c3cccc(N)c3)oc2c1,0.1,0,0.8,-2,8,1.6,-10,x,1667,16,2
CCOCCCN1CN(Cc2ccccc2)CNC1=S,-0.4,-7,0.9,2,-3,x,-8,-11,1560,5,3
O=C(Cc1cn2ccsc2n1)NCCc1ccc(F)cc1,-0.3,-6,0.9,4,7,x,12,-20,1380,7,-3
CCc1ccc(OCC(=O)NCCN(C)C)c(Br)c1,-0.1,96*,1.1,3,2,0.029,-10,-4,1536,-9,7
CCCCCCc1cc2cc(S(=O)(=O)c3ccc(C)cc3)c(=O)oc2cc1O,0.9,-7,0.8,2,6,0.0022,-13,1,1529,15,1
Cc1ccc(C)c2[nH]c(=O)c(CN(Cc3nnnn3C3CCCCC3)CC3CCCO3)cc12 (stereo not drawn),-0.6,100*,1.1,0,-6,x,5,1,1320,-14,-4
C=CCOc1ccc(CN(C)CC(=O)N(CC(C)C)c2c(N)n(CC(C)C)c(=O)[nH]c2=O)cc1,0.9,-6,1.3,-1,-6,-1,5,-15,1485,-30,-2
COc1cccc(-c2cc(C(F)(F)F)nc(NCc3ccco3)n2)c1,3.2,8,1.1,-2,-1,0.71,-5,x,1573,-10,2
O=C(NNC(=O)C12CC3CC(CC(C3)C1)C2)c1ccco1,-0.7,-4,1.2,-5,-5,1.4,-6,-13,1390,-19,-2
Cc1c(C(=O)N2CCOCC2)[nH]c2c1C(=O)CC(c1ccc(Cl)cc1)C2 (stereo not drawn),2.7,0,1,-4,-3,x,1,-14,1353,-4,-12
Cn1ncc(N=Cc2c(O)ccc3ccccc23)c1C(=O)N1CCOCC1,-1.7,-8,x,5,9,-0.33,-13,x,1550,x,2
